Compound activity (PubChem)
LMPTP block – LMPTP (human) inhibition; recombinant LMPTP-A, OMFP fluorogenic substrate, fluorescence intensity; P24666; inhibition, % at 20 µM; AID 651560; 360,000 tested, 0.22% active;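 active = compounds that cut the enzyme signal by at least half of the control window in the single-dose screen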;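 note: plate controls were DMSO wells with enzyme plus substrate for no effect and substrate without enzyme for full effect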
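Test system – LMPTP-A phosphatase enzyme · Quantity – 0.625 nM LMPTP-A final · Reagent – OMFP substrate, 400 µM final · Dosing – one test concentration per compound, 20 µM, with 3% DMSO overall · Timing – 50 min enzyme reaction at room temperature, protected from light · Detection – fluorescence intensity · Controls – substrate-only low control, DMSO enzyme-plus-substrate high control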
SUMO1 PPI mod – modulators of human SUMO1-mediated protein-protein interactions; P63165; SUMO1 binding to a labelled peptide, TR-FRET, 1 h; inhibition, % at 20 µM; 360,000 tested, 0.33% active; AID 602429; in the data active = inhibition above about 37%
MT1-MMP act inh – blocks activation of human MT1-MMP; P50281; HT1080 RFP-PRO-GFP cells, GFP/RFP ratio fluorescence, overnight; percent of plate control window, DMSO zero; GFP/RFP ratio change, % at 20 µM; 360,000 tested, 0.061% active;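 active = GFP/RFP ratio change of at least 30% with cell ATP level not reduced by more than half and red fluorescence within 50% of control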; note: strong numbers were not always called active
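Compound: 20 µM single dose, 1% DMSO / System: HT1080 RFP-PRO-GFP cells / Controls: DMSO and RFP-L50D-GFP cell wells / Read-out basis: GFP/RFP fluorescence ratio / Schedule: overnight compound exposure at 37 °C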
DNMT1 block – blocks human DNA methyltransferase DNMT1; DNMT1 molecular beacon, Hinp1I cleavage, fluorescence; inhibition (reported as % activation of signal), % at 10 µM; 360,000 tested, 0.83% active; in the data active = inhibition above about 50%
STEP inh – STEP (human) phosphatase inhibition. 360,000 tested, 0.25% active. recombinant STEP, OMFP fluorogenic substrate, fluorescence. AID 588621. inhibition, % at 20 µM;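 active = inhibition at 20 µM, scaled per plate between control wells, above about 37%, limit read from the data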;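 note: 0% = DMSO with enzyme and substrate and 100% = substrate only without enzyme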
Target sequence (P54829 whole entry, looked up): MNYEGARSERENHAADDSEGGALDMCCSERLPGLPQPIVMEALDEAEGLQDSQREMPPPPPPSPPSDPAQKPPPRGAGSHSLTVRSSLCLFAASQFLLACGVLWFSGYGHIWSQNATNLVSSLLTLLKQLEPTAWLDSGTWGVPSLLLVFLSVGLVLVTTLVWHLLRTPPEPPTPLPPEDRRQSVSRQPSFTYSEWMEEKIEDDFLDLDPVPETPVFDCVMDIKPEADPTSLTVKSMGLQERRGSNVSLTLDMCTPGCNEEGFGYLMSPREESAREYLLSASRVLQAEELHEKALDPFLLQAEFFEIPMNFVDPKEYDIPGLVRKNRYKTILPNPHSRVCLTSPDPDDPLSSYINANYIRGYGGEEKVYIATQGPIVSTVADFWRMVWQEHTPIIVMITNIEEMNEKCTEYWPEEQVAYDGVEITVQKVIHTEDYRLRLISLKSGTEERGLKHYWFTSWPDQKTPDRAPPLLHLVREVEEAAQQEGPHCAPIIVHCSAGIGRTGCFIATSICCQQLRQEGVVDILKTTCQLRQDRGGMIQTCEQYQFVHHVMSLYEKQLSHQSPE
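System: STEP (striatal-enriched tyrosine phosphatase) enzyme, cell-free; medium: Bis-Tris pH 6.0 buffer with DTT, detergent; dosing: 20 µM, 1% DMSO; times: reaction 20 min, ambient temperature; detection: fluorescence, 480/540 nm; read-out basis: normalized % inhibition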
Rpn11 block – blocks the human proteasome subunit Rpn11; 360,000 tested, 0.59% active; calls only at 20 µM; AID 588493; human 26S proteasome, Ub4-pepOG fluorescence polarization; 20S core pre-blocked with epoxomicin; O00487;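 active = inhibition at 20 µM, scaled to each plate's controls, above about 33%, limit read from the data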
Target sequence (O00487 whole entry, looked up): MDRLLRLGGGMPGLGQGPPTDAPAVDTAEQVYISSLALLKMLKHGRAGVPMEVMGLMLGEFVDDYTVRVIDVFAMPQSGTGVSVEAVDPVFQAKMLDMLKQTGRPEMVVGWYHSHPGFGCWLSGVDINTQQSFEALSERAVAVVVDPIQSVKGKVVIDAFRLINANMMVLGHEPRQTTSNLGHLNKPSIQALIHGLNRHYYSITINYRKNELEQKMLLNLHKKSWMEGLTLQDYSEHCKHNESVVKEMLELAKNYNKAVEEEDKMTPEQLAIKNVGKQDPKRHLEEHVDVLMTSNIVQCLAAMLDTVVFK
SKN-1 inh – inhibitors of C. elegans SKN-1 | AID 624304 | C. elegans VP596 Pgst-4::GFP/RFP ratio, acrylamide-induced, 24 h | inhibition, % at 21.8 µM | 360,000 tested, 0.49% active;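 active = interference check ratio from 0.5 to 1.5 plus GFP to RFP signal ratio inhibition reaching or exceeding a fixed threshold, cut at about 30% in these data, passing the limit was not always enough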; note: some compounds called inactive have numbers as strong as hits
Scp-1 inhibitor – blocks human Scp-1 phosphatase activity | Q9GZU7 | Recombinant Scp1, phosphopeptide, malachite green phosphate absorbance | inhibition, % at 20 µM | 340,000 tested, 0.88% active | AID 493091;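 active = inhibition above about 50% at 20 µM, limit read from the data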;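 note: plate controls were DMSO wells with enzyme for no effect and wells lacking enzyme for full effect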
Target sequence (Q9GZU7 76-261 limits assumed): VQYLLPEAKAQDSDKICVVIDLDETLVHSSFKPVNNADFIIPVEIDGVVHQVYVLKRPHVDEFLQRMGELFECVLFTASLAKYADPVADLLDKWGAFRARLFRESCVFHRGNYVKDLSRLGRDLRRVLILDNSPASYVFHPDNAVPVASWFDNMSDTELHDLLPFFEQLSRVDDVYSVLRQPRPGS
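System: truncated SCP-1 phosphatase (76-261aa); medium: Tris acetate buffer pH 5.5 with MgCl2 and Tween-20; incubation: 45 min room-temperature reaction, 5 min colour, 30 min stabiliser; compound: single 20 µM dose, 1% DMSO; reagent: Phosphorylated 17-residue peptide substrate; read-out: % inhibition at 20 µM; technique: colorimetric free-phosphate detection, absorbance 630 nm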
CendR NRP1 mod – alters CendR peptide binding to human NRP-1. O14786. FAM-RPARPAR peptide binding to NRP-1, fluorescence polarization. inhibition, % at 25 µM. 360,000 tested, 0.85% active. AID 602438;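 active = inhibition or corrected inhibition above about 18%, plus a signal ratio from 0.5 to 1.5, limit read from the data, passing the limit was not always enough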; note: strong numbers were not always called active
NadD block – blocks S. aureus nicotinate mononucleotide adenylyltransferase; inhibition, % at 20 µM; purified NadD enzyme, colorimetric absorbance read-out; 360,000 tested, 0.78% active; in the data active = inhibition above about 26%; note: some compounds past the cut are filed as inactive
The depositor's hits bear a star; i = inactive; . = no result given.

1. CCOC(=O)Cc1csc(NC(=O)c2cc(-c3ccncc3)nc3ccccc23)n1
2. O=C1C(C=NCCCn2ccnc2)=C(O)c2ccccc21
3. Cc1ccc(-n2cc(C(=O)c3cc(Cl)ccc3O)cc(C#N)c2=O)cc1
4. O=S(=O)(/N=C(/Nc1ccccn1)c1ccccc1)c1ccccc1
5. CCOC(=O)c1c(NC(=O)OC)sc(C(=O)N(C)C)c1C

Screen / compound no.,1,2,3,4,5
NadD block,8,-3,10,-1,-3
MT1-MMP act inh,3,6,-22,-1,2
Scp-1 inhibitor,3,-4,-8,-5,3
DNMT1 block,-2,0,-1,0,1
SKN-1 inh,7,1,-6,2,-38
Rpn11 block,i,i,i,i,i
CendR NRP1 mod,1,10,-64,-4,10
LMPTP block,-0.6,-5.9,-0.4,-1.0,-1.1
STEP inh,0,0,-2,-1,9
SUMO1 PPI mod,-21,-10,-12,-4,-4

6. NNC(=O)CCN(Cc1ccco1)S(=O)(=O)c1ccc(Cl)cc1
7. CC(C)(C)NC(=O)Cn1nc(C(F)(F)F)c2c1CCCC2
8. COC(=O)c1[nH]c2ccc(C)cc2c1NC(=O)Nc1ccccc1OC
9. CC1CCCCN1CC(=O)Nc1cc(S(=O)(=O)N2CCOCC2)ccc1N1CCCC1 (stereo not drawn)
10. CCO[C@H]1OC(C(N)=O)=C[C@@H](c2coc3ccccc3c2=O)[C@@H]1CCCO

Screen / compound no.,6,7,8,9,10
NadD block,2,-4,-2,-8,-6
MT1-MMP act inh,1,1,3,-5,1
Scp-1 inhibitor,1,-7,-3,-5,0
DNMT1 block,0,-3,-1,-6,3
SKN-1 inh,1,21,-11,-11,8
Rpn11 block,i,i,i,i,i
CendR NRP1 mod,0,-3,-16,-2,11
LMPTP block,-0.5,-0.6,2.6,0.2,-0.6
STEP inh,-3,1,1,3,0
SUMO1 PPI mod,-3,2,2,0,3

11. O=C(CN(CC1CCCO1)C(=O)CNS(=O)(=O)c1ccccc1)NCCc1ccccc1 (stereo not drawn)
12. O=C(CCCn1c(=O)c2ccccc2n(CC(=O)NCc2ccco2)c1=O)NCc1ccco1
13. O=C(Nc1cccs1)Nc1cccnc1Cl
14. O=C1CCCC[C@@H](O)[C@H](O)C[C@H](c2ccccc2)O1
15. COCCCNC(=O)CSc1nc2ccccc2c(=O)n1Cc1ccc2c(c1)OCO2

Screen / compound no.,11,12,13,14,15
NadD block,4,-3,-9,-5,-6
MT1-MMP act inh,-3,2,0,4,-3
Scp-1 inhibitor,-2,15,-9,.,-6
DNMT1 block,2,5,3,.,0
SKN-1 inh,0,-17,4,10,14
Rpn11 block,i,i,i,.,i
CendR NRP1 mod,14,17,2,10,8
LMPTP block,-0.5,-0.7,-0.6,1.0,0.2
STEP inh,-2,-2,2,.,6
SUMO1 PPI mod,-2,4,3,-5,4

16. CCN(CC)CCN(C(=O)Cn1nnc(-c2ccc(C)o2)n1)C(C(=O)NC(C)(C)C)c1cccs1 (stereo not drawn)
17. COc1ccccc1N(CC(=O)N1CCCC1)S(=O)(=O)c1cc([N+](=O)[O-])ccc1Cl
18. Cn1c(N2CCN(C(=O)Nc3ccc(C(F)(F)F)cc3)CC2)nc2ccccc21
19. CC(=O)N1CCN(S(=O)(=O)c2ccc(C)cc2)C1c1ccc(N(C)C)cc1 (stereo not drawn)
20. C/C(=N\NC(N)=S)C1(C)CC2(CC(C)(C)OC2=O)C(=O)O1 (stereo not drawn)

Screen / compound no.,16,17,18,19,20
NadD block,-1,1,-7,-2,-4
MT1-MMP act inh,-1,-4,4,-2,1
Scp-1 inhibitor,-9,-4,5,-2,-4
DNMT1 block,-1,3,1,1,3
SKN-1 inh,4,-5,-4,2,-2
Rpn11 block,i,i,i,i,i
CendR NRP1 mod,15,-1,3,4,-7
LMPTP block,-1.2,-0.1,-0.1,-0.5,-0.6
STEP inh,1,-1,0,-1,-2
SUMO1 PPI mod,3,-41,-2,-3,-5

21. C=CCn1c(SCC(=O)N2CCC(C)CC2)nc2c([nH]c3ccccc32)c1=O
22. Cc1ccccc1-n1c(SCC(=O)NCc2cccs2)nc2ccccc2c1=O
23. Cc1ccccc1CS(=O)(=O)CCC(=O)NCCCN1CCN(c2ccccc2F)CC1
24. O=C(NC(Cc1ccc(O)cc1)C(=O)O)c1ccc2c(c1)OCO2 (stereo not drawn)
25. O=C(Cn1nnc(-c2ccc(F)cc2)n1)N1CCCCC1

Screen / compound no.,21,22,23,24,25
NadD block,2,-2,-11,11,-9
MT1-MMP act inh,2,1,-2,9,-6
Scp-1 inhibitor,.,-2,-8,-5,9
DNMT1 block,16,-2,-2,0,-6
SKN-1 inh,-1,0,4,4,-6
Rpn11 block,i,i,i,i,i
CendR NRP1 mod,-2,8,3,1,-11
LMPTP block,-0.1,-0.6,-2.3,0.4,-2.0
STEP inh,-4,-1,3,-1,-4
SUMO1 PPI mod,-3,1,0,-1,-4

26. O=C(O)C1CC(=O)n2c(nc3ccccc32)S1 (stereo not drawn)
27. CC(C)C(NC(=O)c1cccc(S(=O)(=O)N2CCOCC2)c1)C(=O)NCc1ccc(Cl)cc1 (stereo not drawn)
28. O=C(CSc1nnc(-c2ccccc2F)n1C1CCCCC1)Nc1cc(C(=O)O)ccc1Cl
29. O=C1N(S(=O)(=O)c2ccccc2F)C(=O)C2(CCCC2)N1S(=O)(=O)c1ccccc1F
30. Cc1c(-c2ccccc2Cl)nc2ccccc2c1C(=O)O

Screen / compound no.,26,27,28,29,30
NadD block,-4,2,3,5,-3
MT1-MMP act inh,1,-1,-5,3,5
Scp-1 inhibitor,1,4,0,-32,-4
DNMT1 block,5,0,-2,1,3
SKN-1 inh,-1,14,11,19,-17
Rpn11 block,i,i,i,i,i
CendR NRP1 mod,1,-16,-5,6,1
LMPTP block,-1.7,1.3,-1.3,-1.6,3.4
STEP inh,-5,-2,-1,1,-2
SUMO1 PPI mod,-1,1,9,-2,1

Reprinted from the part before: 3 entries, then new ones.
28. O=C(CSc1nnc(-c2ccccc2F)n1C1CCCCC1)Nc1cc(C(=O)O)ccc1Cl
29. O=C1N(S(=O)(=O)c2ccccc2F)C(=O)C2(CCCC2)N1S(=O)(=O)c1ccccc1F
30. Cc1c(-c2ccccc2Cl)nc2ccccc2c1C(=O)O
31. O=C(O)/C=C/C(=O)NCc1ccccc1
32. COc1ccccc1OCCC(=O)Nc1ccc2c(c1)OCO2
33. Cc1ccc(C)c(C(C)NC(=O)C2CCCC2)c1 (stereo not drawn)
34. Cn1cc([N+](=O)[O-])c(C(=O)NCc2ccco2)n1
35. Cc1ncc([N+](=O)[O-])n1CC(=O)Nc1ccccc1

Screen / compound no.,28,29,30,31,32,33,34,35
NadD block,3,5,-3,0,-9,1,-2,1
MT1-MMP act inh,-5,3,5,-4,1,-2,-1,1
Scp-1 inhibitor,0,-32,-4,-7,-4,-10,-1,-6
DNMT1 block,-2,1,3,0,2,-3,3,-5
SKN-1 inh,11,19,-17,7,-11,14,-7,-7
Rpn11 block,i,i,i,i,i,i,i,i
CendR NRP1 mod,-5,6,1,6,-4,1,1,-7
LMPTP block,-1.3,-1.6,3.4,-2.7,-0.2,-2.1,0.4,-0.2
STEP inh,-1,1,-2,-3,-2,0,-3,3
SUMO1 PPI mod,9,-2,1,0,-6,4,-9,-2

36. Cc1cccc(NC(=O)COc2cccc3c2CCN(Cc2ccccc2)C3=O)c1C
37. O=C(O)c1ccccc1OCc1ccccc1Br
38. O=c1c([N+](=O)[O-])cccn1Cc1cccc(Br)c1
39. O=C(Oc1cccnc1)c1ccccc1[N+](=O)[O-]
40. COC(=O)c1c(C(=O)OC)c2ccncn2c1Cl

Screen / compound no.,36,37,38,39,40
NadD block,-6,-3,-2,9,-1
MT1-MMP act inh,1,0,2,3,1
Scp-1 inhibitor,-12,-6,-2,-3,1
DNMT1 block,-3,1,-4,5,3
SKN-1 inh,6,0,18,-6,1
Rpn11 block,i,i,i,i,i
CendR NRP1 mod,-9,7,0,-6,9
LMPTP block,1.0,-0.1,-1.3,-0.9,0.5
STEP inh,0,2,3,3,-2
SUMO1 PPI mod,0,4,-31,-14,1

41. COc1ccc(OC)c(-c2csc(NC(=O)Cc3cccs3)n2)c1
42. CCOC(=O)Nc1ccc(N2CCOCC2)c(S(=O)(=O)N2CCOCC2)c1
43. COc1cccc(/C=N/n2c(=S)n(C)c3ccccc32)c1OC
44. COc1ccc(CN(C)C(=O)CC(c2ccccc2)c2ccccc2)cc1
45. CCOc1ccc(NC(=O)c2cn(CC(C)C)c(=O)c3c2c2ccccc2n3C)cc1

Screen / compound no.,41,42,43,44,45
NadD block,4,-1,1,-10,-1
MT1-MMP act inh,-6,-2,3,-6,0
Scp-1 inhibitor,-3,-8,-5,-9,-27
DNMT1 block,-6,1,-5,-1,20
SKN-1 inh,4,5,1,-4,12
Rpn11 block,i,i,i,i,i
CendR NRP1 mod,2,4,3,-12,-11
LMPTP block,0.2,-0.5,1.6,2.7,0.9
STEP inh,5,0,2,-2,1
SUMO1 PPI mod,4,24,-2,9,3

Some of these compounds in order of the CendR NRP1 mod value, falling.
item | compound | CendR NRP1 mod
10 | CCO[C@H]1OC(C(N)=O)=C[C@@H](c2coc3ccccc3c2=O)[C@@H]1CCCO | 11
36 | Cc1cccc(NC(=O)COc2cccc3c2CCN(Cc2ccccc2)C3=O)c1C | -9
3 | Cc1ccc(-n2cc(C(=O)c3cc(Cl)ccc3O)cc(C#N)c2=O)cc1 | -64

Next section
46. C=CCn1c(COc2ccccc2F)nnc1SCC(=O)c1c[nH]c2ccccc12
47. Cn1c(Cn2nnc3ccccc32)nnc1SCC(=O)N1c2ccccc2CCc2ccccc21
48. COc1ccccc1C(=O)NCCC(=O)Nc1cccc(C)n1
49. Cn1c(NC(=O)c2ccc(C(C)(C)C)cc2)cc(=O)n(C)c1=O

Screen / compound no.,46,47,48,49
NadD block,0,-3,0,-3
MT1-MMP act inh,-1,-3,0,7
Scp-1 inhibitor,3,4,-5,-7
DNMT1 block,-6,-1,1,3
SKN-1 inh,11,7,13,-3
Rpn11 block,i,i,i,i
CendR NRP1 mod,8,0,7,12
LMPTP block,2.0,-2.6,-0.6,0.6
STEP inh,-3,-2,-1,2
SUMO1 PPI mod,2,0,4,2
